Compound activity from PubChem.
SIAE inh: human SIAE inhibition, primary screen; SIAE FP-Rh probe binding, fluorescence polarization; 370,000 tested, 0.69% active; Q9HAT2; inhibition, % at 9.66 µM;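 active = inhibition above a cutoff: mean of compounds within the control limits plus 3 SD of those, cut at about 17% in these data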;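 note: 0% = plate median of compound wells and 100% = probe without SIAE protein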
UHRF1 binding: UHRF1 methyl-DNA binding inhibition; Q96T88; UHRF1 binding to methylated oligo, TR-FRET; inhibition, % at 4.4 µM; 370,000 tested, 0.75% active; in the data active = inhibition above about 21%;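 note: UHRF1 SRA domain binding a hemimethylated CpG hairpin DNA probe; 0% = median of test compound wells and 100% = reference inhibitor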
LEDGF integ inh: blocks HIV-1 LEDGF/p75-dependent DNA integration. TR-FRET IN-LEDGF/p75 DNA integration, Eu/Cy5. inhibition, % at 3.7 µM. 370,000 tested, 0.64% active;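 active = inhibition above the screen-wide mean plus 3 SD, cut at about 13% in these data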;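 note: signal is the Cy5 over europium emission ratio at 671 and 618 nm; 0% = plate median of compound wells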
HTRA1 inh: blocks human HTRA1 serine peptidase; Q92743; recombinant HTRA1, FP-rhodamine activity-based probe, fluorescence polarization; inhibition, % at 5.96 µM; 340,000 tested, 0.5% active; in the data active = inhibition above about 36%;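 note: 0% = enzyme with DMSO and 100% = wells lacking enzyme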
Target sequence (Q92743 whole entry, looked up): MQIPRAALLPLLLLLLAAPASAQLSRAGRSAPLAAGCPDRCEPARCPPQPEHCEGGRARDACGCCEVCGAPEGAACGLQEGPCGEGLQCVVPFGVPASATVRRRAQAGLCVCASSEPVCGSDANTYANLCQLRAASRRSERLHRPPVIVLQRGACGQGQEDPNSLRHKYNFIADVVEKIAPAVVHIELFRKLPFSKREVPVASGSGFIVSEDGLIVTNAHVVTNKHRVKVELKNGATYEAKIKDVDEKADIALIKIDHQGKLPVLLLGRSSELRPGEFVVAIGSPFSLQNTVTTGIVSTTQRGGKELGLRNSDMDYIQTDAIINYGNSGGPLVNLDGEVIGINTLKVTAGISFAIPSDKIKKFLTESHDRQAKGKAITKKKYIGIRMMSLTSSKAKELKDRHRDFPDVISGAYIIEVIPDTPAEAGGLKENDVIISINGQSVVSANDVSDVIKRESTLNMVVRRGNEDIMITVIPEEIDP
ABHD4 inh: inhibitors of mouse ABHD4 | purified mABHD4, FP-Rh probe fluorescence polarization | 370,000 tested, 0.54% active | Q8VD66 | inhibition, % at 8.92 µM;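 active = inhibition exceeding the mean over every tested compound plus 3 SD, cut at about 30% in these data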;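 note: 0% = plate median of compound wells and 100% = S159A mutant with DMSO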
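Material: mouse ABHD4 enzyme, wild type; Benchmarks: S159A mutant high control, sample median low control; Buffer or medium: HEPES pH 7.0, NaCl, Pluronic buffer; Signal: fluorescence polarization; Read-out: percent inhibition of probe binding, normalized to plate controls; Timing: pre-incubation 45 min, probe exposure 60 min, at 25 °C; Dosing: 8.92 µM, single dose.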
TDP2 inh: blocks human TDP2 phosphodiesterase activity; O95551; recombinant TDP2, T5PNP hydrolysis, p-nitrophenol absorbance 415 nm; inhibition, % at 12.8 µM; 370,000 tested, 0.34% active; AID 720702;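 active = inhibition above the mean of all tested compounds plus 3 SD, set per campaign, cut at about 25% in these data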;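 note: 0% = DMSO with enzyme and 100% = buffer with substrate but no TDP2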
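Incubation: 2 h at 37 °C; Test system: recombinant human TDP2; Quantity: enzyme 120 nM; Read-out basis: percent inhibition; Medium: 50 mM Tris-HCl pH 7.5 with Mg2+, KCl, DTT, BSA; Repeats: single replicate; Compound: 12.8 µM single point, 1% DMSO; Signal: epi absorbance; Reagent: 5 mM T5PNP chromogenic substrate; Benchmarks: no-enzyme high, DMSO-plus-enzyme low.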
PG9 binder: PG9 antibody binding by small molecule; TR-FRET gp120-PG9 antibody binding; inhibition, % at 6.7 µM; 360,000 tested, 0.43% active; in the data active = inhibition above about 8.5%
Tn7 DDE FP: disrupts Tn7 cyclic peptide binding to fibrin D-Dimer-E complex; FP displacement of FITC-Tn7 peptide from fibrin DD(E); 0% = median of compound wells per plate; AID 720508; P02675; inhibition, % at 8.3 µM; 370,000 tested, 0.13% active;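 active = inhibition above the mean of compounds falling within the control limits plus 3 SD of them, cut at about 14% in these data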;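 note: 0% = plate median of compound wells and 100% = 10 µM Aha-Tn7 peptide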
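assay system = human clot-derived fibrin DD(E) complex | quantity = Fibrin-DD(E) at 2 µM final | timing = 10 min preincubation, 3 h with tracer, room temperature | signal = fluorescence polarization | measure = percent inhibition | benchmarks = high control wells with 10 µM unlabelled Aha-Tn7 peptide (full inhibition) | replicates = singlicate testing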
TCR CD3 inh: inhibitors of human TCR-CD3 interaction. TAMRA-labeled TCR probe fluorescence, biochemical. inhibition, % at 9.4 µM. 360,000 tested, 0.37% active; in the data active = inhibition above about 19%;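 note: recombinant mutant TCR 2C K166C tagged with TAMRA read by polarization; 0% = receptor in buffer alone and 100% = receptor with positive control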
PRMT1 inh: blocks human protein arginine methyltransferase 1; Q99873; recombinant PRMT1, activity-based probe fluorescence polarization; inhibition, % at 2.79 µM; 370,000 tested, 1.3% active; AID 652257;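 active = inhibition above about 21% made by adding two undisclosed values, limit read from the data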
Target sequence (Q99873 whole entry, looked up): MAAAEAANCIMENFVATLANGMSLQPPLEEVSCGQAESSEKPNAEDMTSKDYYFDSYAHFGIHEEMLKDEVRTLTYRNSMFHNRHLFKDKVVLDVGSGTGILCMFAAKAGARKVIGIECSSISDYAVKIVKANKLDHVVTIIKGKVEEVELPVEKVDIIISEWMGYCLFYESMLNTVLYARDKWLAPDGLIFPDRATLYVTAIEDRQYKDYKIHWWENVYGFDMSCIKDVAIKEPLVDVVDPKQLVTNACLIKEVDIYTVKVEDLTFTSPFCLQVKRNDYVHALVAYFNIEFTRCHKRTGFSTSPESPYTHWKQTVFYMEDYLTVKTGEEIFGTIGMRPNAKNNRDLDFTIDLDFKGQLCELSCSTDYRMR
* marks the source's active call; other numbers are inactive results.

Short keys – A = SIAE inh; B = UHRF1 binding; C = LEDGF integ inh; D = HTRA1 inh; E = ABHD4 inh; F = TDP2 inh; G = PG9 binder; H = Tn7 DDE FP; I = TCR CD3 inh; J = PRMT1 inh
Compound: COc1cc(CNn2c(C)n[nH]c2=S)cc(Cl)c1OCC(=O)NC(C)(C)C
  A: -2 | B: 17 | C: -1 | D: -7 | E: -16 | F: -20 | G: 0.4 | H: -8 | I: -11 | J: 12

Compound: O=C(Nc1cccc(NC(=O)c2cccnc2Cl)c1)c1ccco1
  A: 3 | B: -1 | C: -2 | D: -5 | E: 8 | F: 4 | G: 1.6 | H: 4 | I: 7 | J: -3

Compound: CS(=O)(=O)c1cccc(C(=O)Nc2cccc(S(=O)(=O)N3CCCC3)c2)c1
  A: -3 | B: -3 | C: -3 | D: -8 | E: 0 | F: 4 | G: -0.2 | H: 2 | I: -2 | J: -2

Compound: CC1CN(C(NC(=O)c2ccccc2)C(Cl)(Cl)Cl)CC(C)O1 (centres undefined)
  A: -1 | B: 2 | C: 2 | D: -4 | E: 1 | F: -1 | G: 0.4 | H: -6 | I: 1 | J: -1

Compound: CCOC(=O)N=Nc1c(O)n(CC(=O)OC)c2ccccc12
  A: -3 | B: -3 | C: -2 | D: 0 | E: 2 | F: 0 | G: -1.1 | H: 5 | I: 9 | J: -6

Compound: CCOC(=O)N1CCC(N2C(=O)c3ccccc3C2Nc2ccccc2)CC1 (centres undefined)
  A: 3 | B: 0 | C: 0 | D: -8 | E: 4 | F: -15 | G: 3.4 | H: 2 | I: 2 | J: 0

Compound: CC(C)CC(=O)NC(=S)NNC(=O)c1ccc(NC(=O)C2CCCCC2)cc1
  A: 14 | B: -1 | C: -5 | D: 10 | E: -3 | F: -9 | G: -1.3 | H: 3 | I: 2 | J: -1

Compound: O=C(N/N=C/c1c(Cl)cccc1Cl)C(=O)NC1CC1
  A: 1 | B: -2 | C: 0 | D: -1 | E: -2 | F: 2 | G: -2.1 | H: 1 | I: 1 | J: -1

Compound: N#CC1=C(N)OC2=C(CN(Cc3ccccc3)C/C2=C\c2cccnc2)C1c1cccnc1 (centres undefined)
  A: 13 | B: -2 | C: -10 | D: 8 | E: 5 | F: 1 | G: -1.1 | H: 6 | I: 10 | J: 3

Compound: CC(NC(=O)c1ccc(CS(=O)(=O)Cc2ccccc2F)o1)c1ccc2c(c1)OCCO2 (centres undefined)
  A: -2 | B: 2 | C: -3 | D: 1 | E: -1 | F: 5 | G: 0.8 | H: -6 | I: 8 | J: -2

Compound: Cc1cc(OCCn2ccnc2)cc(C(C)C)c1
  A: 0 | B: -4 | C: 1 | D: 2 | E: 2 | F: 13 | G: -0.7 | H: -5 | I: 4 | J: 0

Compound: CC(=O)c1cccc(NC(=O)C2CCN(C(=O)c3ccccc3Cl)CC2)c1
  A: -5 | B: 3 | C: -4 | D: 5 | E: -2 | F: -11 | G: -0.3 | H: 5 | I: -7 | J: 0

Compound: CCOc1ccc(NC2=CC(=O)CCC2)cc1
  A: -1 | B: -3 | C: 2 | D: 7 | E: 27 | F: 18 | G: -0.6 | H: 3 | I: 1 | J: 0

Compound: O=C(Cn1c(C(F)(F)F)nc2ccccc21)Oc1cccc(C(F)(F)F)c1
  A: 5 | B: 2 | C: -3 | D: -5 | E: -5 | F: 7 | G: -1.1 | H: -4 | I: 0 | J: 1

Compound: COc1ccccc1N(CC(=O)N1CCCC1)S(=O)(=O)c1cc([N+](=O)[O-])ccc1Cl
  A: -1 | B: 0 | C: 4 | D: 5 | E: 2 | F: 4 | G: -0.4 | H: 0 | I: 1 | J: -1

Compound: CCOC(=O)C1CCN(C(=O)C23CC4CC(CC(C4)C2)C3)CC1
  A: 3 | B: -1 | C: -2 | D: 4 | E: -8 | F: -2 | G: -0.1 | H: -4 | I: 6 | J: -5

Compound: Cc1cccnc1NC(=O)CNC(=O)C1CCCCC1
  A: -8 | B: -1 | C: -1 | D: 9 | E: -5 | F: -2 | G: -2.1 | H: 4 | I: 1 | J: -1

Compound: Cc1nn(C(=O)CN2C(=O)c3ccccc3C2=O)c(C)c1Br
  A: 1 | B: -1 | C: -3 | D: 5 | E: 1 | F: -2 | G: 0.5 | H: 2 | I: 1 | J: -2

Compound: COc1ccc(NC(=O)N2CCN(CCC#N)CC2)cc1
  A: 0 | B: -3 | C: -1 | D: -1 | E: -3 | F: 2 | G: -2.5 | H: -2 | I: 6 | J: 0

Compound: CS(=O)(=O)c1ccc(-n2nnc3ccccc32)c([N+](=O)[O-])c1
  A: 4 | B: 3 | C: -5 | D: 5 | E: 0 | F: 1 | G: 0.1 | H: 2 | I: -6 | J: 4

Compound: Clc1cccc(C2Nc3cccc4cccc(c34)N2)c1Cl
  A: 15 | B: 0 | C: 8 | D: 58* | E: 29 | F: 9 | G: -1.2 | H: -6 | I: -1 | J: 17

Compound: COc1ccc(CC2c3cc(OC)c(OC)cc3CC[N+]2(C)CCC(=O)OCCCCCOC(=O)CC[N+]2(C)CCc3cc(OC)c(OC)cc3C2Cc2ccc(OC)c(OC)c2)cc1OC (centres undefined)
  A: -3 | B: 3 | C: 4 | D: 5 | E: -1 | F: -3 | G: -1.1 | H: -3 | I: 6 | J: -4

Part of the list above in order of heavy-atom count, low to high.
Short keys – A = SIAE inh; B = UHRF1 binding; C = LEDGF integ inh; D = HTRA1 inh; E = ABHD4 inh; F = TDP2 inh; G = PG9 binder; H = Tn7 DDE FP; I = TCR CD3 inh; J = PRMT1 inh
Compound: CCOc1ccc(NC2=CC(=O)CCC2)cc1
  A: -1 | B: -3 | C: 2 | D: 7 | E: 27 | F: 18 | G: -0.6 | H: 3 | I: 1 | J: 0

Compound: O=C(N/N=C/c1c(Cl)cccc1Cl)C(=O)NC1CC1
  A: 1 | B: -2 | C: 0 | D: -1 | E: -2 | F: 2 | G: -2.1 | H: 1 | I: 1 | J: -1

Compound: Clc1cccc(C2Nc3cccc4cccc(c34)N2)c1Cl
  A: 15 | B: 0 | C: 8 | D: 58* | E: 29 | F: 9 | G: -1.2 | H: -6 | I: -1 | J: 17

Compound: CCOC(=O)N=Nc1c(O)n(CC(=O)OC)c2ccccc12
  A: -3 | B: -3 | C: -2 | D: 0 | E: 2 | F: 0 | G: -1.1 | H: 5 | I: 9 | J: -6

Compound: CCOC(=O)C1CCN(C(=O)C23CC4CC(CC(C4)C2)C3)CC1
  A: 3 | B: -1 | C: -2 | D: 4 | E: -8 | F: -2 | G: -0.1 | H: -4 | I: 6 | J: -5

Compound: O=C(Cn1c(C(F)(F)F)nc2ccccc21)Oc1cccc(C(F)(F)F)c1
  A: 5 | B: 2 | C: -3 | D: -5 | E: -5 | F: 7 | G: -1.1 | H: -4 | I: 0 | J: 1

Compound: CC(C)CC(=O)NC(=S)NNC(=O)c1ccc(NC(=O)C2CCCCC2)cc1
  A: 14 | B: -1 | C: -5 | D: 10 | E: -3 | F: -9 | G: -1.3 | H: 3 | I: 2 | J: -1

Compound: COc1ccccc1N(CC(=O)N1CCCC1)S(=O)(=O)c1cc([N+](=O)[O-])ccc1Cl
  A: -1 | B: 0 | C: 4 | D: 5 | E: 2 | F: 4 | G: -0.4 | H: 0 | I: 1 | J: -1

Compound: N#CC1=C(N)OC2=C(CN(Cc3ccccc3)C/C2=C\c2cccnc2)C1c1cccnc1 (centres undefined)
  A: 13 | B: -2 | C: -10 | D: 8 | E: 5 | F: 1 | G: -1.1 | H: 6 | I: 10 | J: 3
